High-throughput results deposited in PubChem BioAssay by Sanford-Burnham Center for Chemical Genomics.
HKDC1 inh = blocks human hexokinase HKDC1 activity | Q2TB90 | recombinant HKDC1, G6PDH/diaphorase resazurin coupled fluorescence | hit rate 0.16% among 340,000 | inhibition, % at 20 µM;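 active = inhibition above about 35% when tested at 20 µM, limit read from the data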;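 note: plate controls were DMSO wells with enzyme for no effect and DMSO wells lacking enzyme for full effect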
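Test system: recombinant HKDC1 (HK5) hexokinase enzyme, produced in-house / Doses: 20 µM test compound, 1% DMSO / Timing: 90 min, room temperature / Detection: G6PDH/diaphorase-coupled fluorescence, 1 mM NADP, 100 µM resazurin, 525/613 nm / Control set: DMSO wells with and without enzyme mix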
hIAP act = human IAP activation. hit rate 0.16% among 330,000. AID 2524. P09923. activation factor at 10 µM. purified human IAP, CDP-Star luminescence, 30 min; stronger effect = higher value; 1 = vehicle-only enzyme, 0 = enzyme-free background;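 active = activation factor of the enzyme at least 2-fold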; note: the source names both 10 and 20 µM as test concentration; values of inactives mirror those of a sister screen read the other way
Target sequence (P09923 whole entry, looked up): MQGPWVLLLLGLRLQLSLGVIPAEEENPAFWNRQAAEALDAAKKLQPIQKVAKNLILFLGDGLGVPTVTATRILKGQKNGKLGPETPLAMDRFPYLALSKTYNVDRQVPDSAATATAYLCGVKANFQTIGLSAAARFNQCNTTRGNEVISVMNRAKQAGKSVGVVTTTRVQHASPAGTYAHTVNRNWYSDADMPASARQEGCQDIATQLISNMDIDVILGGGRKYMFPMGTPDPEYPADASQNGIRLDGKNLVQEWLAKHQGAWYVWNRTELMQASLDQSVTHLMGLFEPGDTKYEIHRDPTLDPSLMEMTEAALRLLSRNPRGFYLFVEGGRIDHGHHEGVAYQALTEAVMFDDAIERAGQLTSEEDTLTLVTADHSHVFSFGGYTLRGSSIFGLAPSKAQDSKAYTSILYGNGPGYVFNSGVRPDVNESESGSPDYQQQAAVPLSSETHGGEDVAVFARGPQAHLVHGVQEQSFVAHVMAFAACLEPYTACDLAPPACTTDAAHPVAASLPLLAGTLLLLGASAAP
PfGluPho inh = PfG6PD (Plasmodium falciparum) enzyme inhibition | hit rate 0.78% among 350,000 | inhibition, % at 20 µM | PfGluPho enzyme, NADPH resazurin-diaphorase fluorescence;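 active = inhibition reaching at least a set limit at 20 µM in the primary screen, cut at about 59% in these data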;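 note: 0% = DMSO wells with substrate and 100% = DMSO wells lacking glucose-6-phosphate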
hIAP inh = blocks human intestinal alkaline phosphatase; P09923; purified IAP, CDP-Star luminescence, 30 min; inhibition, % at 10 µM; hit rate 0.12% among 330,000;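 active = inhibition reaching a set limit with compound at 10 µM in the primary screen, cut at about 35% in these data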;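 note: plate controls were DMSO wells with enzyme for no effect and no-enzyme buffer wells for full effect; values of inactives mirror those of a sister screen read the other way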
mIAP act = mouse IAP activation | muIAP, CDP-Star luminescence, 30 min; stronger effect = higher value; 1 = vehicle-only enzyme signal, 0 = enzyme-free wells | activation factor at 10 µM | hit rate 0.24% among 330,000;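 active = activation factor of at least 2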; note: the source names both 10 and 20 µM as test concentration; values of inactives mirror those of a sister screen read the other way
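Assay system: mouse IAP enzyme; reagent: chemiluminescent substrate CDP-Star; dosing: test compounds delivered from DMSO solution; schedule: 30 min at room temperature; measured by: luminescence from enzymatic CDP-Star hydrolysis; controls: DMSO-only wells and no-enzyme negative control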
ATG4B inhibitor = ATG4B (human) cysteine protease inhibition | Q9Y4P1 | ATG4B cleavage of LC3-PLA2, NBD-HPC fluorescence, 1 h | inhibition, % at 8.33 µM | hit rate 0.51% among 340,000 | AID 504462; in the data active = inhibition above about 40%
Target sequence (Q9Y4P1 whole entry, looked up): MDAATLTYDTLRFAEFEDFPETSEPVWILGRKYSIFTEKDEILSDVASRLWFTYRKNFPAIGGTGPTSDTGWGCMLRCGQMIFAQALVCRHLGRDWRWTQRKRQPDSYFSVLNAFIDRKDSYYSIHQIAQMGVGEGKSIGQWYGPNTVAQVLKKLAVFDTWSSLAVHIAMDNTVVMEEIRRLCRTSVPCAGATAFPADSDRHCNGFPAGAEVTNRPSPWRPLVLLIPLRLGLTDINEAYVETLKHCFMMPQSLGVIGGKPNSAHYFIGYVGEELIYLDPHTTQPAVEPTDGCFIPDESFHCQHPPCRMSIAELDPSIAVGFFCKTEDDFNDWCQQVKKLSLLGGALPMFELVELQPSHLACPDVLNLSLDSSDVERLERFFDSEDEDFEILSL
mIAP inh = mouse IAP inhibition | inhibition, % at 10 µM | purified mouse IAP, CDP-Star luminescence, 30 min | hit rate 0.2% among 330,000 | AID 2806;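 active = inhibition of at least 40% at 10 µM in the primary screen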;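 note: plate controls were DMSO with enzyme for no effect and no enzyme wells for full effect; values of inactives mirror those of a sister screen read the other way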
APOBEC3A inh = human APOBEC3A DNA deaminase inhibition; hit rate 0.41% among 330,000; P31941; recombinant A3A, FAM/TAMRA ssDNA deamination fluorescence; inhibition, % at 20 µM;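 active = at least 40% inhibition at 20 µM here, with at most 30% in a related deaminase screen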;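 note: plate controls were A3A with DMSO for no effect and wells lacking A3A enzyme for full effect; some results filed as inactive read as strong as hits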
* marks the source's active call; other numbers are inactive results.

Fields – HKDC1 inh	hIAP act	PfGluPho inh	hIAP inh	mIAP act	ATG4B inhibitor	mIAP inh	APOBEC3A inh
Cc1cc(CN(C)C(=O)c2ccc(OC3CCN(S(=O)(=O)N(C)C)CC3)cc2)n[nH]1
 : -4	1.3	0	-26	0.91	29	10	-7
Cc1cc(S(=O)(=O)N2CCN(c3ccccn3)CC2)ccc1F
 : -4	0.96	1	4	1.1	-2	-6	-2
O=C(NCc1ccccc1)c1ccc(Cn2cc(C(F)(F)F)ccc2=O)cc1
 : 13	0.94	13	6	0.95	14	5	0
CN(C)CCCC1(O)c2ccccc2CCc2ccccc21
 : -13	1.1	2	-7	0.96	2	4	-1
O=S(=O)(c1cccc(F)c1)N1CCN(Cc2cc3c(cc2Br)OCCO3)CC1
 : -2	1	6	-1	0.86	5	14	8
O=C(NCCCN=C1NS(=O)(=O)c2ccccc21)c1ccco1
 : -4	0.95	8	5	0.97	-5	3	0
Cc1onc(-c2ccccc2)c1-c1nnc(CN2CCN(S(=O)(=O)c3ccccc3F)CC2)o1
 : 0	1	4	-1	0.99	-10	1	-1
Cc1ccc(NC(=O)C2CCN(C(=O)[C@@H]3Cc4ccccc4CN3)CC2)cc1
 : -4	1.3	-1	-28	1.1	6	-6	-5
CCOC(=O)c1cc(-c2ccccc2)sc1NC(=O)C(C)OC(=O)c1cccnc1Cl (stereo not given)
 : -6	1	8	-2	1	1	-3	-3
CC1CCCN(S(=O)(=O)c2ccc(S(=O)(=O)N3CCC4(CC3)OCCO4)cc2)C1 (stereo not given)
 : 2	1.1	-14	-13	0.95	-6	5	-6
O=C(N/N=C/c1ccncc1)c1ccc(NS(=O)(=O)c2cccs2)cc1
 : -1	0.94	-5	6	1	-9	-3	3
O=C(COc1ccc2ccccc2c1)N1CCN(C(=O)c2ccco2)CC1
 : 1	1.2	-18	-15	0.96	-6	4	-4
CCOc1cc(C2C(C(=O)OC(C)C)=C(C)NC3=C2C(=O)CCC3)cc([N+](=O)[O-])c1O (stereo not given)
 : -7	0.95	-2	5	0.99	1	1	0
N#CCCn1cc(/C=N/O)c(-c2ccccc2)n1
 : -11	0.8	-5	20	0.98	-8	2	1
O=C(Nc1ccc(F)cc1)c1cc(-c2ccncc2)nc2c(Cl)cccc12
 : 0	1.2	-8	-23	0.97	4	3	-4
COc1ccc(F)cc1C(=O)C1CCCN(C(=O)C2=C(C)OCCO2)C1 (stereo not given)
 : -3	1	4	-2	1	5	-3	0
CN(C(=O)c1c(Cl)cnn1C)C12CC3CC(CC(C3)C1)C2
 : 16	1	-13	-1	1	3	-1	0
CCN(CC)CCNC(=O)Cn1cnc2sc(C)c(S(=O)(=O)N3CCC(C)CC3)c2c1=O
 : -5	1.3	-4	-28	1	6	-1	-2
O=C(c1ccccc1)N1CCN(c2ccc([N+](=O)[O-])c(NCc3ccco3)c2)CC1
 : 3	0.99	12	1	0.87	-7	13	-2
N#CCC(CNc1ncc(C(F)(F)F)cc1Cl)OC(=O)c1ccc(Cl)cc1 (stereo not given)
 : 0	0.88	27	12	0.9	-2	10	8
Cc1c(C(=O)O)oc2ccc(S(=O)(=O)NCc3ccc(F)cc3)cc12
 : 9	1.2	-5	-18	0.63	-2	37	1
O=C1CC(N2CCN(c3ccccc3F)CC2)C(=O)N1c1ccc(F)cc1 (stereo not given)
 : 2	0.96	-5	4	0.96	-1	4	-3
CN(C)S(=O)(=O)c1ccc(C(=O)NCC2CC2(Cl)Cl)cc1 (stereo not given)
 : -8	0.89	16	11	0.99	5	1	-2
COc1cccc2cc(C(=O)NCCC3=CCCCC3)c(=O)oc12
 : -2	1.1	12	-6	0.91	-14	9	0
S=c1[nH]nc(CCSCc2ccccc2)n1-c1ccccc1
 : -5	1.3	34	-29	1.1	-2	-14	-1
N/C(Cc1cccs1)=N\OC(=O)COc1ccc(Br)cc1Cl
 : 4	1.2	14	-23	1	6	-2	-4
CC1C(=O)NN=C1C(=O)N/N=C/c1ccco1 (stereo not given)
 : -8	1.1	-6	-11	0.91	-12	9	-2
CC(C)=C1SC(N2CCN(c3cccc(C)c3)CC2)=NC1=O
 : -9	0.98	2	2	1	-7	-3	-7
COc1cc(/C=C/C(=O)O)cc(S(=O)(=O)Nc2cc(C(F)(F)F)ccc2N2CCOCC2)c1OC
 : 1	0.94	2	6	0.96	-6	4	-2
COc1ccc(CCNS(=O)(=O)c2cn(C)cn2)cc1OC
 : -4	1	6	-2	0.99	-6	1	-4

Profiles from above:
`CCOc1cc(C2C(C(=O)OC(C)C)=C(C)NC3=C2C(=O)CCC3)cc([N+](=O)[O-])c1O` (stereo not given) in the list: HKDC1 inh: -7; hIAP act: 0.95; PfGluPho inh: -2; hIAP inh: 5; mIAP act: 0.99; ATG4B inhibitor: 1; mIAP inh: 1; APOBEC3A inh: 0
`O=C(NCCCN=C1NS(=O)(=O)c2ccccc21)c1ccco1` in the list: HKDC1 inh: -4; hIAP act: 0.95; PfGluPho inh: 8; hIAP inh: 5; mIAP act: 0.97; ATG4B inhibitor: -5; mIAP inh: 3; APOBEC3A inh: 0

Continued.
Fields – HKDC1 inh	hIAP act	PfGluPho inh	hIAP inh	mIAP act	ATG4B inhibitor	mIAP inh	APOBEC3A inh
CC(C)N1C(=O)c2ccc(C(=O)O)cc2C1=O
 : -2	0.98	-3	2	0.93	2	7	3
CCc1cc2c(NC(C(=O)O)C(C)C)ncnc2s1 (stereo not given)
 : -3	0.99	-3	1	0.95	-7	5	-1
COc1cccc2c1c(NC(=O)c1cc(C)on1)nn2C
 : 8	0.83	13	17	0.99	-8	1	1
CCCc1nc2c(C)ccc(C)c2c(N)c1CC
 : -9	0.93	-6	8	0.99	2	1	2
Cc1ccc(S(=O)(=O)c2nc(-c3ccc(F)cc3)oc2SCC(N)=O)cc1
 : 2	1.1	21	-9	0.88	-11	12	-1
CCOCCCNC(=O)c1cc(Nc2ccc(OC)cc2OC)nc2ccccc12
 : 3	1.1	7	-7	1	-3	-3	1
CC(C)(C)n1ncc2c(=O)n(CC(=O)NCc3ccc(F)cc3)cnc21
 : 7	0.99	7	1	1	8	0	3
COCCCNC(=O)C(=O)NCC(c1ccco1)N1CCN(c2ccc(OC)cc2)CC1 (stereo not given)
 : 1	0.92	-4	8	0.97	7	3	-8
CCCNC(=O)CN(C1CCCCC1)S(C)(=O)=O
 : -8	1.1	-15	-13	1.1	1	-12	1
CCc1noc(N)c1C(=O)Nc1ccc(F)c(Cl)c1
 : -6	1	2	-3	0.98	-5	2	-3
CCOC(=O)/C=C1\CC(=O)Nc2cc(C)c(C)cc2N1
 : -8	1.2	-11	-16	1.1	-4	-11	-2
CCS(=O)(=O)n1nc(NCc2cccc(OC)c2)nc1NCc1cccc(OC)c1
 : -4	1.1	13	-6	1.1	31	-5	-4
Cc1cc(C)c(NC(=O)COC(=O)c2cccc3c2C(=O)c2ccccc2C3=O)c(C)c1
 : 3	1.1	3	-10	0.95	-4	5	0
O=C(CC1C[C@H](C(=O)N2CCOCC2)[C@@]2(CCC3CCCC3)c3[nH]c4ccccc4c3CCN2C1=O)NCCC1=CCCCC1 (stereo not given in full)
 : -5	1.1	-1	-7	0.99	5	1	-5
Cc1nnc(SCc2ccccc2CSc2nnc(C)s2)s1
 : -3	1.1	17	-8	1	-6	-3	2
CN(C(=O)C1CCC(CNS(=O)(=O)c2cccc3cccnc23)CC1)C1CCCCC1 (stereo not given)
 : -6	1.1	-6	-13	1.1	-4	-7	-2
CC(C)c1ccc(CNc2nnnn2C)cc1
 : 1	0.85	-16	15	0.96	11	4	-3
O=P(OC1CCCCC1)(OC1CCCCC1)C(Nc1ccccc1)c1cccnc1 (stereo not given)
 : -1	1.2	-2	-19	1.1	-1	-14	-1
COC(=O)CN1CCN(C(=O)c2ccco2)CC1
 : -1	1.1	-11	-11	1	3	-2	-3
O=c1oc(-c2cccc(Cl)c2)nc2c1cnn2-c1ccccc1
 : 6	1.1	-17	-9	0.97	-14	3	-4
CC1CC(C)(C)NC(=S)N1CCC(=O)N1c2ccccc2CC1C (stereo not given)
 : -2	0.96	16	4	0.95	-13	5	3
CC(=O)c1ccccc1NC(=O)CCCNC(=O)c1ccc(Cl)cc1
 : -4	0.91	9	9	0.9	-7	10	0
O=C(Nc1ccc(F)cc1)c1ccccc1NS(=O)(=O)N1CCCC1
 : 1	0.95	4	5	1.1	-3	-12	3
CCN(CC)C(=O)c1sc(N2C(=O)Nc3ccccc3N2O)c(C(=O)OC)c1C
 : 0	0.92	-12	8	0.96	7	4	-3
C=CCn1c(C)cc(C(=O)CN2C(=O)c3ccccc3C2=O)c1C
 : 0	0.88	2	12	0.96	-2	4	3
COc1ccc(CS(=O)(=O)CC(C)(O)c2ccccc2)cc1 (stereo not given)
 : 5	0.96	1	4	0.9	-2	10	-4
c1ccc(COc2ccc(OCCCN3CCCC3)cc2)cc1
 : -6	1.1	9	-7	0.93	-5	7	1
CCOc1ccc(N2CC(NC(=O)c3ccc4ccccc4c3)CC2=O)cc1 (stereo not given)
 : -4	1.3	0	-33	1	-13	-1	-1
Cc1ccc(C)c(N2CCN(C(=O)c3cc4c(C)nc5ccccc5c4o3)CC2)c1
 : 1	0.82	18	18	0.91	-4	9	-3
COc1ccccc1/C(C)=N/NC(=S)NCc1ccccc1
 : 5	1.1	-2	-12	1.1	-8	-7	6
CCOC(=O)c1cccc(NC(=O)Cn2c(CC(=O)NC)nc3ccccc32)c1
 : -3	0.91	6	9	0.96	-5	4	-2
COc1ccc(C(=O)COC(=O)CCCn2c(=O)oc3ccccc32)cc1
 : 4	0.99	-6	1	0.89	-5	11	-3

Arranged by the number under ATG4B inhibitor (low to high): some entries from above
SMILES | HKDC1 inh | hIAP act | PfGluPho inh | hIAP inh | mIAP act | ATG4B inhibitor | mIAP inh | APOBEC3A inh
CC(=O)c1ccccc1NC(=O)CCCNC(=O)c1ccc(Cl)cc1 | -4 | 0.91 | 9 | 9 | 0.9 | -7 | 10 | 0
CCOC(=O)c1cccc(NC(=O)Cn2c(CC(=O)NC)nc3ccccc32)c1 | -3 | 0.91 | 6 | 9 | 0.96 | -5 | 4 | -2
COc1ccc(CS(=O)(=O)CC(C)(O)c2ccccc2)cc1 (stereo not given) | 5 | 0.96 | 1 | 4 | 0.9 | -2 | 10 | -4
